# ROMK primary = ROMK potassium channel modulators, primary screen, cell-based, thallium flux, MLSMR library; ATP-sensitive inward rectifier potassium channel 1 (Homo sapiens), P48048; Tet-inducible ROMK, thallium flux fluorescence; actives lie on both sides; B-score at 10 µM; actives 2% (n = 130,000); AID 1918, 2009;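 active = signal ratio slope over the read window, or its plate-corrected B-score, at least 3 SD from the plate mean, either direction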;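 also: B-score of the F/F0 ratio slope over 7 to 12 s after thallium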
# TR-FRET SRC-2 ct = TR-FRET signal artefacts, primary screen, artefact control for PPARgamma SRC-2 agonist project, biochemical; TR-FRET artefact counter-screen; active compounds read high; TR-FRET ratio at 8 µM; actives 0.4% (n = 200,000); in the data active = TR-FRET ratio above about 2000; also: inactives centre near 1500
# STAT3 blocker = IL-6 driven STAT3 reporter inhibitors, primary screen, U3A cells, luciferase, luminescence, MLSCN library. IL-6 STAT3-luciferase reporter; host cell line lacks STAT1. actives 0.89% (n = 190,000). inhibition, % at 5.5 µM. AID 862, 2007;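 active = inhibition above the mean inhibition across all screened compounds plus 3 SD, cut at about 44% in these data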;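 also: 0% = DMSO only wells and 100% = 100 µM nifuroxazide control wells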
# STAT3 act = IL-6 driven STAT3 reporter potentiators, primary screen, U3A cells, luciferase, luminescence, MLSCN library; activation (% of control), % at 5.6 µM; actives 0.91% (n = 190,000); IL-6 STAT3-luciferase reporter; 100% = signal with IL-6 EC80 alone;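 active = activation above the screen-wide mean of compound activation plus 3 SD, cut at about 130% in these data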;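 also: 0% = background luminescence of wells with medium and substrate only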
#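 Detection: reporter luminescence signal / Assay system: STAT1-lacking human U3A cells, STAT3 luciferase reporter / Incubation: compound pre-incubation 1 h before IL-6, then 6 h stimulation at 37 °C / Control set: IL-6-only high control / Read-out: % activation relative to IL-6 control / Probe or stimulus: Interleukin-6, 33 ng/mL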
# S1P3 antag = S1P3 receptor antagonists, primary screen, cell-based; inhibition, % at 4.98 µM; actives 0.27% (n = 170,000); CHO S1P3 NFAT-BLA reporter, FRET fluorescence, antagonist mode; Sphingosine 1-phosphate receptor 3 (Homo sapiens), Q99500;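 active = inhibition above the plate cutoff, the mean inhibition of test wells on that plate plus 3 SD, cut at about 28% in these data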;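 also: cells challenged with S1P at its EC80 of 0.8 µM; blue over green emission ratio from cleaved BLA substrate after 4 h stimulation; 0% = S1P-stimulated wells and 100% = unstimulated DMSO-only wells; some compounds past the cut are filed as inactive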
# Target sequence (Q99500 whole entry, looked up): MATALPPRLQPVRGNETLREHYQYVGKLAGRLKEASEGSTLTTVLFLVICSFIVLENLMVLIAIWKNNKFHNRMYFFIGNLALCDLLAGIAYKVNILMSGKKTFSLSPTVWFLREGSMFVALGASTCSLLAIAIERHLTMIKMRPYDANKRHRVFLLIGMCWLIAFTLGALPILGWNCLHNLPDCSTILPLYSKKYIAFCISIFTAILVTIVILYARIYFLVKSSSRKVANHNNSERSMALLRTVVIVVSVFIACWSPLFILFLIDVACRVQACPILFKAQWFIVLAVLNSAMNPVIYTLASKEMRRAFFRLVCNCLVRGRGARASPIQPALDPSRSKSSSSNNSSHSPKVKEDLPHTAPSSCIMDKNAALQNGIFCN
# STAT1 blocker = STAT1 signaling inhibitors, primary screen, cell-based, HTS, luciferase reporter | NIH 3T3 STAT1-luciferase reporter, IFN-gamma, luminescence | inhibition, % at 5.5 µM | actives 0.35% (n = 200,000) | AID 920, 2007;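 active = inhibition above a set limit, the mean inhibition across all tested compounds plus 3 SD, cut at about 34% in these data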;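 also: 0% = IFN-gamma with DMSO and 100% = IFN-gamma with 300 µM nifuroxazide; values of inactives mirror those of a sister screen read the other way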
# TLR4-MyD88 BLA = inhibitors of TLR4-MyD88 association in cells, primary screen, cell-based, HeLa CL3-4, BLA complementation, FRET ratio; AID 861, 2007; HeLa CL3-4 TLR4/MyD88 BLA complementation; inhibition, % at 8.4 µM; actives 0.18% (n = 200,000); in the data active = inhibition above about 25%;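 also: 0% = vehicle and 100% = reference inhibitor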
# PPARg SRC-3 ag = PPARgamma agonists recruiting SRC-3 coactivator, primary screen, biochemical. actives 0.26% (n = 200,000). AID 731, 2007. activation, % at 8 µM. biochemical PPARgamma/SRC-3 coactivator recruitment assay. Peroxisome proliferator-activated receptor gamma (Homo sapiens), P37231; in the data active = activation above about 23%;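 also: 0% = DMSO and 100% = reference agonist; some compounds past the cut are filed as inactive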
# Target sequence (P37231 whole entry, looked up): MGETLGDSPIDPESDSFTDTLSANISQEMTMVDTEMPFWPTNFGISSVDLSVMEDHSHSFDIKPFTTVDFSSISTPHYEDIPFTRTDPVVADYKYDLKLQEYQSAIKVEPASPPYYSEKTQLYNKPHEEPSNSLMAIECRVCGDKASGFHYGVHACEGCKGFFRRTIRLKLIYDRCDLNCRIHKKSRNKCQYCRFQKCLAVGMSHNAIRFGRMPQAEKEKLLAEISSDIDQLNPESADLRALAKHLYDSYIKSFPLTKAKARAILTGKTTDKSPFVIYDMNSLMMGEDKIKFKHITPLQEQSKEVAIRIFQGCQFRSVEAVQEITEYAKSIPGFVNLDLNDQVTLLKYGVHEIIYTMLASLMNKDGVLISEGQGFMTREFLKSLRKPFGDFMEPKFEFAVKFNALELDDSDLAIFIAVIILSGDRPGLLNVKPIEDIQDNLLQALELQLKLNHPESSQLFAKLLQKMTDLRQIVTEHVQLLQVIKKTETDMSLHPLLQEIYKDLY
# PPARg SRC2 recr = agonists of PPARg-SRC-2 recruitment, primary screen, biochemical, HTS | Peroxisome proliferator-activated receptor gamma (Homo sapiens), P37231 | PPARgamma LBD-SRC-2 recruitment | activation, % at 8 µM | actives 0.34% (n = 200,000) | AID 1032, 2008; in the data active = activation above about 22%;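 also: 0% = vehicle and 100% = reference agonist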
# RAM network inh = inhibitors of the yeast RAM network, primary screen, dse1pr::URA3 reporter, 5-FOA selection | S. cerevisiae dse1pr::URA3 reporter, 5-FOA growth OD615, 2 d; analog-sensitive cbk1-as2 kinase mutant strain | inhibition, % at 50 µM | actives 1.8% (n = 190,000) | AID 868, 2007;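 active = inhibition above a set limit, 3 SD over mean compound inhibition, cut at about 8.4% in these data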;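 also: 0% = DMSO-only wells with no growth and 100% = 10 µM 1-NA-PP1 full growth; inhibition rescues growth on 5-FOA so higher OD means more RAM inhibition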
# PPARg SRC-1 ag = PPARgamma agonists recruiting SRC-1 coactivator, primary screen, biochemical | Peroxisome proliferator-activated receptor gamma (Homo sapiens), P37231 | PPARgamma-SRC-1 coactivator recruitment biochemical assay | activation, % at 8 µM | actives 0.41% (n = 200,000) | AID 631, 2007; in the data active = activation above about 19%;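 also: 0% = DMSO and 100% = reference agonist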
# * = called active by the depositor; · = not tested or not shown. This is a random part of the collection. Share with any hit: about 5.6%.
SMILES,ROMK primary,TR-FRET SRC-2 ct,STAT3 blocker,STAT3 act,S1P3 antag,STAT1 blocker,TLR4-MyD88 BLA,PPARg SRC-3 ag,PPARg SRC2 recr,RAM network inh,PPARg SRC-1 ag
COc1ccccc1CNC(=O)CN(Cc1ccc(Cl)cc1)S(C)(=O)=O,0.73,1655,7,99,-1,4,-6,4,0,-0.4,9
Cc1nn(C)c(C)c1NC(=O)CCCSc1nc(-c2ccco2)cc(C(F)(F)F)n1,·,1560,11,92,·,3,-3,1,5,-0.5,6
Cc1ccc(NC(=O)C(Cc2ccccc2)N2C(=O)C3C4CCC(C4)C3C2=O)cc1Cl (stereo unspecified),1.5,1535,-13,116,·,0,1,1,2,1.5,2
COc1cc(OC)cc(C(=O)NCc2ccc(-n3cccc3)cc2)c1,0.29,1575,18,88,-5,-5,-11,3,10,11*,7
CC(=O)Nc1ccc(S(=O)(=O)N2CCN(c3cc4c(cc3[N+](=O)[O-])n(C)c(=O)n4C)CC2)cc1,·,1547,35,76,·,14,2,9,3,2.2,1
CCn1c(SCC(=O)c2c[nH]c3ccccc23)nc2cc(S(=O)(=O)N3CCOCC3)ccc21,0.83,1882,-34,126,-5,17,9,3,14,8.2,6
Cc1ccc(S(=O)(=O)N2CCSC2c2ccco2)cc1 (stereo unspecified),-0.51,1503,13,95,-21,2,4,8,8,2.8,6
COC(=O)c1ccc(C(=O)OC)c(NC(=O)N2c3ccccc3Sc3ccccc32)c1,·,1489,1,105,·,0,7,9,-10,4.9,4
CN(C)S(=O)(=O)c1ccc(C(=O)Nc2ccccc2SCCC#N)cc1,0.0042,1313,-2,108,-8,-3,3,-1,-1,1.0,-9
c1ccc(-n2ncc3c(NCCN4CCOCC4)ncnc32)cc1,0.33,1469,-3,106,0,-36,-13,0,-1,2.2,4
COc1ccccc1C1C=C(c2ccc(C)cc2)Nc2nnnn21 (stereo unspecified),-0.11,1584,16,90,-12,-3,-9,8,10,1.3,9
O=C(c1c[nH]c2ccccc2c1=O)N1CCCCCC1,-0.052,1496,0,105,-6,1,4,-1,-6,2.6,-3
Cc1occc1C(=O)NNC(=S)Nc1cccc([N+](=O)[O-])c1,·,1416,9,93,·,-10,1,1,1,1.8,2
O=C(N1CCOCC1)N1CCN(Cc2ccccc2)CC1,·,1383,2,101,-24,-5,0,3,1,0.5,-5
N/C(=N/O)c1nc(N2CCCCC2)nc(N2CCCCC2)n1,·,1440,0,101,-39,-12,-12,7,0,2.0,-5
Cc1ccc(C2=N/C(=C\c3cccnc3)C(=O)O2)cc1,1.2,1522,-8,104,8,-5,-9,3,3,0.4,3
COC(=O)N/N=C/c1cc(Cl)c(OCc2ccc(F)cc2)c(OC)c1,·,1670,3,100,-3,-1,-19,1,-1,1.7,-2
N#Cc1ccc(NC(=S)NCCN2CCOCC2)cc1,-0.17,1508,2,101,0,-5,-7,0,-1,0.8,-8
O=[N+]([O-])c1cc2oc3c(c2c(C=NCc2ccncc2)c1O)CCCC3,·,1550,4,96,9,8,6,3,4,-0.5,1
CC(=O)Nc1ccc(NC(=O)C(Cc2ccccc2)NC(=O)C2CCC(C)CC2)cc1 (stereo unspecified),1.3,1536,-5,103,1,2,4,-1,0,4.4,0
Cc1nc2ccc(S(=O)(=O)Nc3ccc(-c4nc5cccnc5s4)cc3)cc2s1,-0.11,1600,-6,105,-18,-22,-3,2,-1,1.8,2
COc1ccccc1CNC(=O)Cn1cnc2ccccc2c1=O,·,1424,5,100,·,-4,-6,-3,4,0.9,1
CCOC(=O)C1(C)Oc2cccnc2NC1=O (stereo unspecified),-0.27,1502,5,100,-9,-1,-8,5,1,1.2,0
O=C(COC(=O)CCc1ccc(S(=O)(=O)N2CCOCC2)cc1)NCc1ccccc1Cl,-0.075,1484,-1,102,-2,-6,-1,-7,-6,-0.4,-3
COc1ccc(-c2nc(-c3ccncc3)no2)cc1OC,·,1463,-16,117,-16,-32,-2,2,-3,1.1,-2
CCCCNC(=S)N1CCn2cccc2C1c1ccc(F)cc1 (stereo unspecified),0.12,1534,4,99,-1,2,-13,-3,5,2.7,-1
Cc1ccc(NC2=CC(=O)CC(c3ccccc3)C2)cc1 (stereo unspecified),1.7,1740,2,101,16,-7,-19,2,5,1.2,2
CC(c1ccccc1)n1cc(C(=O)NCC2COc3ccccc3O2)nn1 (stereo unspecified),·,1552,-7,106,·,-1,-10,9,7,6.1,3
CC(C)(C)C1CCC(=NNc2nc3ccccc3[nH]2)CC1 (stereo unspecified),-0.23,1573,-3,105,-6,-8,-6,-3,7,1.5,2
CCOc1ccc(CN2CCNC(=O)C2CC(=O)OC)cc1 (stereo unspecified),·,1679,9,100,15,1,-6,11,11,-0.8,3
NNC(=O)CNc1ccccc1Cl,-0.017,1432,7,98,-6,-8,-31,-2,-7,0.5,-7
Cc1cccc(N2CCN(C(=O)c3ccc(N4CCCC4=O)cc3)CC2C)c1 (stereo unspecified),-1.1,1424,17,90,9,3,-8,-17,-16,0.3,-3
CCOC(=O)c1cccc(NC(=O)N2CCOCC2)c1,0.076,1483,13,93,-4,3,-4,1,-9,0.6,6
O=C(CSc1nc(O)c(Cc2ccccc2)c(=O)[nH]1)Nc1ccccc1,·,1629,7,97,-24,-9,-7,7,-5,1.7,-4
CCCN1C(=O)CN(C2CCCCCC2)C(=O)C1c1ccc(C)cc1 (stereo unspecified),·,1797,5,105,·,2,3,6,3,0.5,-5
O=C(NC(=S)NCC1CCCO1)c1ccco1 (stereo unspecified),-0.34,1500,-6,106,-1,-5,-4,-6,-5,-0.2,4
Cc1cc2c(c(SCC(=O)NCc3ccc(Cl)cc3)n1)C(=O)OC2,0.028,1336,12,93,-8,-4,4,2,4,1.5,3
CCN(c1ccccc1)S(=O)(=O)c1ccc(NC(=S)NC(=O)c2ccc(Br)o2)cc1,·,1600,13,94,·,-5,-2,3,12,0.5,9
CC1(C)CNC(=O)c2sc(N3CCOCC3)nc2C1,-1.3,1620,-16,113,·,-4,-4,5,11,-0.1,2
COC(=O)C1=C(C(=O)OC)SC(=C2C(=S)C(C)(C)N(C(=O)C(C)C)c3ccccc32)S1,-0.61,1449,-2,105,·,2,3,5,-3,6.6,-1
Cc1ccnc(SCCn2c(N(C)Cc3ccccc3)nc3c2c(=O)n(C)c(=O)n3C)n1,·,1542,6,99,4,0,-4,8,-3,·,0
COC(=O)c1ccccc1NC(=S)NC(=O)c1ccccc1C,-1.3,1506,2,103,·,8,1,5,8,0.2,8
NC(=O)NOCc1c(F)cccc1Cl,·,1341,14,92,1,3,0,-4,-9,2.9,-4
O=C(Nc1nnc(SCc2cccc3ccccc23)s1)C1COc2ccccc2O1 (stereo unspecified),·,1479,4,96,-16,-7,-1,-3,1,5.1,-2
O=C(CSc1nnc(-c2cccnc2)o1)Nc1ccccn1,·,1410,0,103,13,-8,3,2,6,0.1,2
Cc1oc(/C=N/NS(=O)(=O)c2ccccc2)cc1Br,0.039,1781,0,98,-15,6,2,4,4,-0.9,4
CCn1c(=O)cc(SCC(=O)Nc2ccc3c(c2)OCO3)c2ccccc21,·,2330*,33,74,6,13,-4,32*,47*,1.9,24*
Cc1cccc(-n2cc(CN3CCCN(C=O)CC3)c(-c3cccc(F)c3)n2)c1,0.66,1476,-2,106,-3,-8,-5,-4,4,0.2,3

# Fetched one by one from the entries so far (2):
SMILES,ROMK primary,TR-FRET SRC-2 ct,STAT3 blocker,STAT3 act,S1P3 antag,STAT1 blocker,TLR4-MyD88 BLA,PPARg SRC-3 ag,PPARg SRC2 recr,RAM network inh,PPARg SRC-1 ag
Cc1ccnc(SCCn2c(N(C)Cc3ccccc3)nc3c2c(=O)n(C)c(=O)n3C)n1,·,1542,6,99,4,0,-4,8,-3,·,0
COC(=O)c1ccccc1NC(=S)NC(=O)c1ccccc1C,-1.3,1506,2,103,·,8,1,5,8,0.2,8

# New compounds follow
SMILES,ROMK primary,TR-FRET SRC-2 ct,STAT3 blocker,STAT3 act,S1P3 antag,STAT1 blocker,TLR4-MyD88 BLA,PPARg SRC-3 ag,PPARg SRC2 recr,RAM network inh,PPARg SRC-1 ag
CC1CCN(CCC(=O)Nc2ccc(Cl)cc2)CC1,-0.38,1555,8,100,5,0,0,3,0,0.4,-2
CSc1nnc(Cn2c(=O)sc3ccccc32)n1CCc1ccccc1,·,1510,0,104,-23,1,15,-3,-1,8.9*,-4
Cc1cccc(CCNC(=O)CCc2nc(-c3ccccc3F)no2)c1,·,1538,3,101,-10,8,-13,-9,1,-0.6,-1
CCOc1ccc(C(O)c2nccn2C)cc1 (stereo unspecified),·,1589,2,101,·,2,4,14,5,1.3,-2
O=C(NCc1ccc(F)cc1)C(=O)NCC1OCCN1C(=O)c1ccc(Cl)cc1 (stereo unspecified),-1.7,1539,1,99,-11,2,8,2,7,2.6,-4
Cc1noc(NS(=O)(=O)c2ccc(NC(=O)Nc3ccc(Cl)c(Cl)c3)cc2)c1C,2.3,1445,5,99,-2,10,8,-9,0,5.5,0
COc1cccc(-c2noc(N)c2C#N)c1,-0.62,1723,11,94,-18,22,0,-4,8,3.4,5
CCCCCC1(C(=O)OCC)CC(CSC(=N)N)OC1=O (stereo unspecified),-1.2,1525,13,90,-16,6,-7,0,1,-0.5,0
COc1ccc(C(=O)N/C(=C/c2cccs2)C(=O)NC(C)(C)C)cc1OC,0.22,1555,14,94,5,-3,-14,2,5,1.1,1
Cc1nnc(NC(=O)c2cccc(NC(=O)C(C)C)c2)s1,·,1550,-5,105,·,-9,15,-5,-2,0.7,-7
CN(C)c1cccc(NC(=O)c2ccco2)c1,2.6*,1468,-17,115,-2,-6,5,1,2,-0.1,5
CCOC(=O)C1CCN(c2c(NCCCN(C)C3CCCCC3)c(=O)c2=O)CC1,·,1476,-8,107,-1,-1,-3,-1,-2,0.6,2
COc1ccc(CC(=O)NC(C)c2nnc(SCC(=O)c3ccc(Br)cc3)n2C)cc1 (stereo unspecified),·,1474,-3,104,·,0,-4,1,4,0.5,0
Cc1csc(NC(=O)c2cnccn2)n1,·,1665,17,89,-21,-4,-5,2,5,1.3,5
NC(=O)C1CCN(CCC(=O)Nc2ccc3c(c2)CCC3)CC1,-0.0054,1792,8,95,·,4,2,0,21,2.2,2

# Compound activity deposited in PubChem BioAssay by several laboratories.
